Assay outcomes from PubChem BioAssay.
CCR6 antagonist: antagonists of human CCR6 receptor. CHO-K1 CCR6 PathHunter beta-arrestin, luminescence, CCL20-stimulated. 0.49% of 340,000 active. inhibition, % at 20 µM;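 active = compounds whose inhibition of the agonist-driven luminescence signal at 20 µM reaches about 50%, limit read from the data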;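 note: cells stimulated with CCL20 at 14 nM final; plate controls were DMSO with CCL20 for no effect and DMSO without agonist for full effect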
Target sequence (P51684 whole entry, looked up): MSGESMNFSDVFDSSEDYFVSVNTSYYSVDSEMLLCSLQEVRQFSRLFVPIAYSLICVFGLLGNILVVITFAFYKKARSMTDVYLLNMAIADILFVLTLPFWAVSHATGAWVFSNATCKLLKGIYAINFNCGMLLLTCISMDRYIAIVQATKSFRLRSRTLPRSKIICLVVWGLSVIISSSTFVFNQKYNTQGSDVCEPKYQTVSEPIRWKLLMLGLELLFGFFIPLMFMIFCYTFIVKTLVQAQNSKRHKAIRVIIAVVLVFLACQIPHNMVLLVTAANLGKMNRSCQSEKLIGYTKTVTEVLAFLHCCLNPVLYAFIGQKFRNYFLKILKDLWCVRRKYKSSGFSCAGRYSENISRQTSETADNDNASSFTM
APOBEC3G inh: inhibitors of human APOBEC3G DNA deaminase. recombinant A3G, ssDNA deamination FAM/TAMRA fluorescence. inhibition, % at 20 µM. 0.28% of 330,000 active. AID 493012;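 active = inhibition of at least 40% at 20 µM, with no more than 30% in the related APOBEC3A deaminase screen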;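 note: plate controls were DMSO wells with A3G for no effect and wells lacking A3G enzyme for full effect; some compounds called inactive have numbers as strong as hits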
Gli-Sufu block: Gli-Sufu pathway antagonism; 0.74% of 340,000 active; Sufu-KO-LIGHT fibroblasts, Gli luciferase reporter luminescence; inhibition, % at 5 µM; AID 588413;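 active = inhibition above about 55%, limit read from the data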;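 note: 0% = DMSO-treated cells and 100% = wells with medium but no cells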
APOBEC3A inh: blocks human APOBEC3A ssDNA deamination | P31941 | recombinant A3A, FAM/TAMRA ssDNA deamination fluorescence | inhibition, % at 20 µM | 0.41% of 330,000 active | AID 493011;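 active = at least 40% inhibition at 20 µM here, with at most 30% in a related deaminase screen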;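 note: plate controls were A3A with DMSO for no effect and wells lacking A3A enzyme for full effect; some results filed as inactive read as strong as hits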
CXCR6 inh: inhibitors of human CXCR6 receptor. inhibition, % at 20 µM. AID 602244. 0.36% of 360,000 active. O00574. CHO-K1 PathHunter CXCR6 beta-arrestin, luminescence; in the data active = inhibition above about 34%, passing the limit was not always enough;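 note: antagonist mode with CXCL16 agonist at 10 nM final; 0% = 10 nM CXCL16 with DMSO and 100% = unstimulated wells without agonist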
Target sequence (O00574 whole entry, looked up): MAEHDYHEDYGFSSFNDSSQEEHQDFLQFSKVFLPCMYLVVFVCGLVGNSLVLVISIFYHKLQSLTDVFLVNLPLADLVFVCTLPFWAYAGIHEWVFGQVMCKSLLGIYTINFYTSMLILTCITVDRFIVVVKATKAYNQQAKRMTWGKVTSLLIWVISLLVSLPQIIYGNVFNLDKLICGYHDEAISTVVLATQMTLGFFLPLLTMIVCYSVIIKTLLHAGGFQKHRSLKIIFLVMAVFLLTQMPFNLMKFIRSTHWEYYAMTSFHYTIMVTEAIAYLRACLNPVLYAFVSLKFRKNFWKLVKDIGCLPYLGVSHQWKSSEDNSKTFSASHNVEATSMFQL
MPTP block: permeability transition pore inhibition | isolated mouse mitochondria, Ca2+ swelling absorbance, 30 min | inhibition, % at 10 µM | 1.4% of 360,000 active | AID 602449;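 active = inhibition of 50% or more, scaled per plate between neutral and stimulator controls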;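 note: 0% = DMSO wells given calcium and 100% = 1 mM EGTA wells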
GRIN3A LBD mod: modulates the human NR3A ligand-binding domain; Tm shift relative to glycine control, % at 25 µM; 2.5% of 340,000 active; NR3A LBD differential scanning fluorimetry, Tm shift; 0% = protein alone, 100% = glycine-bound protein;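 active = melting temperature shift of at least 10% of the positive control shift, at one fixed dose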
EBI2 block: blocks human EBI2 receptor beta-arrestin signaling; 0.81% of 360,000 active; inhibition, % at 5 µM; EBI2 beta-arrestin recruitment, luminescence, 7a,25-OHC stimulated; P32249; in the data active = inhibition above about 38%;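 note: enzyme fragment complementation signal reports receptor beta-arrestin coupling in cells; 0% = agonist plus DMSO wells and 100% = wells without agonist; some results beyond the cut were filed as inactive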
Target sequence (P32249 whole entry, looked up, the tested form may be a part): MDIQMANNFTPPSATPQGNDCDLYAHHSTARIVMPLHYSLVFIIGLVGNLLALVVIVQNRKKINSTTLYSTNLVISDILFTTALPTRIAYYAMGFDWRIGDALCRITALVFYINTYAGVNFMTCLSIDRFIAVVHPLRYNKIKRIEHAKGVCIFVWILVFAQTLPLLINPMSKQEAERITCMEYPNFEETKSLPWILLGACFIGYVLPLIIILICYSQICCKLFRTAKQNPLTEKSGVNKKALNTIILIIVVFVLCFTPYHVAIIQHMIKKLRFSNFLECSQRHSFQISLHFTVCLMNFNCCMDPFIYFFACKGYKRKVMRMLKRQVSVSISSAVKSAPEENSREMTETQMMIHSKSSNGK
Starred values were filed as active, the others as inactive; / = not tested or not shown.

SMILES | CCR6 antagonist | APOBEC3G inh | Gli-Sufu block | APOBEC3A inh | CXCR6 inh | MPTP block | GRIN3A LBD mod | EBI2 block
NC(=O)c1cccc(S(=O)(=O)N2CC(c3ccccc3)CC2=O)c1 (centres undefined) | -13 | -4 | 3 | 0 | -6 | -0.7 | 0 | -2
CCOC(=O)CSc1nc2ccc(NC(=O)CSc3nnnn3Cc3ccccc3)cc2s1 | 0 | -3 | -20 | 0 | 6 | 4.6 | -2 | -25
CCOc1ccc(NC(=O)C(Cc2ccccc2)NC(=O)C2CCCCC2)cc1 (centres undefined) | 10 | -1 | -2 | 1 | 2 | 6.9 | -14 | -4
CC(=O)C[C@H](O)CC(=O)[C@H]1OC(=O)CCCCC/C=C/Cc2ccccc21 | 8 | -5 | -21 | 2 | 0 | 1.2 | 0 | 1
COc1cc(C2NC(=O)NC(O)(C(F)(F)F)C2C(=O)c2cccs2)ccc1O (centres undefined) | -5 | -9 | 3 | -4 | -1 | -1.8 | 0 | -9
CC(C)C(=O)Nc1ccc(Sc2ccc(F)cc2)cc1 | 11 | -7 | 1 | -5 | -10 | 52* | -9 | 4
Cc1onc(-c2ccccc2)c1C(=O)NC1CCC(C)CC1 (centres undefined) | 15 | -9 | 2 | -4 | 1 | 4.5 | 3 | 3
COc1ccc(CCn2c(=N)c(C(=O)NCC3CCCO3)cc3c(=O)n4ccccc4nc32)cc1OC (centres undefined) | 21 | -1 | 11 | -3 | -5 | -2.1 | -2 | -1

Given with values under each structure: 2 of the compounds above.
Results follow in this order: CCR6 antagonist, APOBEC3G inh, Gli-Sufu block, APOBEC3A inh, CXCR6 inh, MPTP block, GRIN3A LBD mod, EBI2 block
CC(C)C(=O)Nc1ccc(Sc2ccc(F)cc2)cc1
 : 11, -7, 1, -5, -10, 52*, -9, 4
Cc1onc(-c2ccccc2)c1C(=O)NC1CCC(C)CC1 (centres undefined)
 : 15, -9, 2, -4, 1, 4.5, 3, 3

(next part)
SMILES | CCR6 antagonist | APOBEC3G inh | Gli-Sufu block | APOBEC3A inh | CXCR6 inh | MPTP block | GRIN3A LBD mod | EBI2 block
CC(C)N1CCSC1=S | 9 | / | 1 | / | -10 | 0.3 | 2 | 0
CCCCOCCCNC(=O)C1c2ccccc2Oc2ccccc21 | -9 | -2 | -25 | 2 | -6 | 0.4 | 1 | 2
COc1ccc(CCNC(=O)C2CCN(S(=O)(=O)c3ccc(NC(C)=O)cc3)CC2)cc1OC | 6 | -8 | 6 | -2 | -9 | 1.3 | 1 | -7
O=Cc1ccc(Oc2cccc(C(F)(F)F)c2)nc1 | -6 | -10 | -8 | -5 | 1 | -1.1 | 1 | -14
NNC(=O)COc1cccc(C(F)(F)F)c1 | -1 | -6 | -2 | 1 | -10 | 0.3 | -2 | 3
O=C1OCc2cccc3cccc1c23 | -8 | -9 | -11 | 1 | -5 | -1.1 | -1 | 2
COc1cc(C(=O)Nc2cccnc2)cc(OC)c1OC | 0 | -6 | 5 | -2 | -7 | 0.1 | 0 | 4
CCNc1cc(S(=O)(=O)C(F)(F)F)ccc1N | 6 | -4 | 10 | -3 | -3 | -0.2 | 2 | -13
CC1=NN(c2ccc(C(F)(F)F)cn2)C(=O)C1 | 44 | -4 | -3 | -2 | 23 | -1.8 | -3 | 5
COc1ccc(C2CC(=O)Oc3c2c(=O)n(C)c2ccccc32)c(OC)c1OC (centres undefined) | -6 | -6 | -2 | -5 | 4 | 0.4 | -4 | 3
CCOC(=O)Nc1oc2ccccc2c(=O)c1C | 0 | 0 | 3 | 0 | -6 | -0.7 | 0 | 11
Cc1cc(C)c(S(=O)(=O)NCc2cn3c(C)csc3n2)c(C)c1 | 15 | -5 | 11 | -3 | 2 | -0.7 | 1 | -3
COC(=O)[C@]1(C)CCC[C@@]2(C)C3CC[C@]4(OC(C)=O)C[C@@]3(CCC21)CC4=NO (some centres undefined) | 0 | -12 | -10 | -2 | 0 | 0.6 | -2 | -22
COC(=O)[C@@]1(Cc2ccccc2)[C@H]2C(=O)N(Cc3ccccc3)C(=O)[C@H]2[C@H]2CN(C)C(=NCc3ccccc3)N21 | 5 | / | -2 | / | 7 | 0.4 | 1 | 1
Cc1ccc(S(=O)(=O)N(CC(=O)NCC2CCCO2)Cc2ccc(F)cc2)cc1 (centres undefined) | 9 | -11 | -10 | -4 | 6 | 2.1 | 1 | 8
O=C(c1cc([N+](=O)[O-])ccc1N1CCCC1)N1CCCC1 | 20 | -1 | 5 | -1 | 2 | -4.9 | 0 | 7
CCCn1nc2cc(C(=O)NCc3ccccc3OC)ccc2c1OCC | 6 | -5 | -13 | -2 | -4 | 0.4 | 0 | -6
CCOc1cc(/C=C2/N=C(C)C(C(=O)OC)=C2O)ccc1O | 21 | -4 | -8 | 7 | 8 | -2.3 | 1 | -3
CCC1Oc2ccccc2N(CC(=O)NC2CCCC2)C1=O (centres undefined) | 24 | -10 | 6 | -5 | 8 | -1.0 | -1 | 3
CN1CCN(C(=S)c2cn(CCOc3ccccc3F)c3ccccc23)CC1 | 17 | -13 | 2 | 2 | 13 | 1.0 | 3 | 0
COc1ccc(C2C(C(C)=O)=C(O)C(=O)N2CCCn2ccnc2)cc1 (centres undefined) | -1 | -9 | 4 | -2 | -3 | 1.3 | -1 | -6
CSCCC1NC(=O)C(C(C)=NNC(N)=O)=C1O (centres undefined) | 4 | / | 4 | / | 2 | -1.5 | 4 | -8
Cc1ccc(CNC(=O)c2ccc(Cn3nc(C)cc3C)o2)cc1 | 18 | -9 | -51 | -7 | -3 | -0.4 | 3 | 21
O=C1c2ccccc2NC(c2ccc(-c3cccc(Cl)c3)o2)N1O (centres undefined) | -15 | -4 | -59 | -2 | -8 | -1.6 | 0 | 14
CC(C)NC(=S)NC(=O)/C=C/c1ccc(F)cc1 | 10 | -4 | -4 | -2 | 5 | 0.2 | 1 | -2
CC1CN(C(=O)CCC(=O)NC2CCCCC2)c2ccccc2S1 (centres undefined) | 12 | -1 | 28 | -1 | 5 | -0.7 | -1 | 1
CC1CCCN(C2(O)C(=O)Nc3ccc(Br)cc32)C1 (centres undefined) | 3 | -2 | 5 | 2 | -6 | -0.4 | -2 | 1
Cc1sc2ncnc(-n3nnc4ccccc43)c2c1C | 13 | -5 | -3 | -1 | 10 | 0.0 | -1 | -17
O=C(N/N=C/c1cccc([N+](=O)[O-])c1)C1CC(=O)N(c2ccc(Br)cc2)C1 (centres undefined) | 0 | 3 | 9 | 5 | 1 | 5.8 | 3 | 14
Cc1c(C(=O)N2CCCCC2)c(S(=O)(=O)NCc2ccc(Cl)cc2)c(C)n1C | 1 | -5 | 23 | -4 | 11 | -2.7 | 0 | -5
COc1ccc([C@H]2C=C(C(=O)O)O[C@@H](OCc3ccc(CO)cc3)C2)cc1 | 2 | 0 | -11 | 1 | -19 | -1.7 | 0 | -9
Cc1ccccc1C(=O)NNc1ncnc2c1cnn2C | 4 | -5 | 24 | 0 | -4 | 2.1 | -5 | 2
CCN(c1ccc(OC)cc1)S(=O)(=O)N1CCCC(C(=O)NCc2ccccc2Br)C1 (centres undefined) | 25 | -8 | 1 | 0 | 3 | 0.5 | 3 | 13
Cc1cc(C)nc(SCc2nnc(SCC(=O)OC3CCCCC3)o2)n1 | 15 | -7 | 10 | -6 | -3 | 0.1 | -1 | -2
COc1ccc(NC(=O)N2CCCC2C(=O)NC2CCCC2)cc1 (centres undefined) | -8 | 0 | -27 | 1 | -5 | -1.2 | -2 | -7
COCCOc1cc(NCc2ccccc2)c2ncn(C(C)C)c2c1 | 6 | -9 | 0 | -4 | 4 | -1.2 | 1 | -16
O=C(CSCc1ccccc1Br)NC1CC1 | -2 | -1 | -2 | 2 | -2 | -1.1 | -1 | -2
Cc1ccc(CNC(=O)CCS(=O)(=O)c2ccc3c(c2)CC(C)N3C(=O)C2CC2)cc1 (centres undefined) | 11 | -4 | 36 | -2 | 0 | -1.8 | -5 | -4
COc1ccc(NC(=O)N(Cc2cccnc2)Cc2ccccc2Cl)c(OC)c1 | -2 | -2 | 7 | 0 | -4 | -0.1 | 0 | 17
CCCNS(=O)(=O)c1ccc(CCC(=O)NCc2ccc3c(c2)OCO3)cc1 | 5 | -2 | 4 | -1 | -1 | 1.2 | 0 | -2
COc1cc(C2C(N3C(=O)c4ccccc4C3=O)C(=O)N2c2ccc(C)c(C)c2)cc(OC)c1OC (centres undefined) | 8 | / | 33 | / | 14 | 3.0 | -2 | 15
COc1cc(S(=O)(=O)N2CCCCCC2)ccc1Cl | 7 | -3 | -1 | 0 | -1 | 1.4 | 0 | -2
CS(=O)(=O)N(CC(=O)Nc1ccc(S(=O)(=O)N2CCOCC2)cc1)c1cccc(F)c1 | 2 | 11 | 6 | 5 | 2 | -0.8 | 0 | -1
Cc1ccccc1N1CCN(C(=O)c2cc(C3CC3)nn2-c2ccccc2)CC1 | 9 | -9 | 9 | -5 | 1 | -2.8 | -2 | 2
CCN(C(=O)CSc1nnc(-c2ccncc2)n1C)C1CCS(=O)(=O)C1 (centres undefined) | 7 | 6 | 0 | -1 | -7 | -7.7 | 1 | -12
S=C(NCCN1CCOCC1)Nc1cccc(Cl)c1 | 7 | -1 | -1 | 1 | 0 | 0.0 | 0 | -10
O=S1(=O)N(Cc2ccccc2F)CCCN1Cc1c(F)cccc1Cl | 17 | -7 | -3 | 0 | 6 | -1.5 | 2 | 9
COC(=O)c1cccc2c(C(=O)O)cc(-c3ccccc3)nc12 | 6 | / | 12 | / | 3 | -0.8 | 1 | -7
CCCN1Cc2cccc(C(=O)N3CCN(c4ccccc4)CC3)c2C1=O | -7 | -3 | 3 | -1 | -3 | 0.3 | 0 | -19
O=S(=O)(NC1CCCCC1Oc1ccccc1)c1ccc(Cl)cc1 (centres undefined) | 8 | -10 | -3 | 6 | -10 | 16 | -7 | 1
NC(=O)CC(NC(=O)c1cccc(Br)c1)c1ccc(NC2CCCCCCCCCCC2)c([N+](=O)[O-])c1 (centres undefined) | 14 | -7 | -2 | -5 | 6 | -2.1 | -5 | 1
COc1cccc(-c2c(C(=O)N/N=C/c3ccc(C)o3)nnn2-c2nonc2N)c1 | 6 | -2 | -3 | -5 | -2 | -0.5 | 3 | -6
CN(C)C(CNC(=O)CNC(=O)Cc1cccc2ccccc12)c1ccccc1 (centres undefined) | 8 | -6 | 16 | 1 | 3 | -0.4 | -2 | -2
O=Nc1c(O)[nH]c2c(F)cccc12 | 6 | -9 | -1 | 2 | -6 | 0.5 | 0 | -3
O=C(c1c(Cl)nc2sccn12)N1CCCc2ccccc21 | 6 | -5 | -2 | 1 | -1 | 0.3 | -1 | -2
COc1ccc(CCNC(=O)CCCCCN2C(=O)c3ccccc3C2=O)cc1OC | 14 | -6 | 0 | -6 | -4 | 4.0 | 4 | -8

Next section.
SMILES | CCR6 antagonist | APOBEC3G inh | Gli-Sufu block | APOBEC3A inh | CXCR6 inh | MPTP block | GRIN3A LBD mod | EBI2 block
CCOc1ccc(CCNC(=O)C2CCN(S(=O)(=O)c3ccc(C)cc3)CC2)cc1OCC | 7 | -5 | 2 | 2 | 1 | 0.6 | 1 | -5
COCCN(CCOC)C(=O)c1ccc(NS(=O)(=O)c2ccc3c(c2)OCCO3)cc1 | -11 | -5 | -12 | -4 | -3 | 1.2 | 1 | 1
Clc1ccc(OCCNCCc2ccccc2)cc1 | 5 | -1 | 8 | 1 | 2 | 16 | -3 | 11
Cc1ccc(NCc2n[nH]c(=S)n2-c2cccc(Cl)c2)cc1 | -6 | 1 | -1 | -3 | 0 | -0.8 | 1 | 3
O=C(Nc1nc2ccccc2n1CCN1CCCCC1)C1CCCCC1 | 17 | 6 | 1 | -7 | 12 | -1.5 | -1 | -5
CN(Cc1ccccc1)c1nc(N)nc(Cl)c1C=O | -19 | -6 | -10 | 0 | -6 | -1.1 | 1 | -4
CCCCOC(=O)c1ccc(S(N)(=O)=O)o1 | -12 | 0 | -7 | 6 | 3 | 0.4 | -3 | -6
O=C1NCCN1Cc1ccc(F)cc1 | 1 | -2 | 3 | 3 | 2 | -0.3 | 2 | -3
